Screening results from PubChem BioAssay.
PfHsp40 rescue = rescue of yeast from PfHsp40 toxicity, primary screen, S. cerevisiae, ATP luminescence. AID 504582, 2011. S. cerevisiae expressing PfHsp40, growth rescue. growth rescue, % at 12.5 µM. actives 0.68% (n = 340,000); in the data active = growth rescue above about 28%, passing the limit was not always enough; inconclusive = no clear call, values can overlap the other calls;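 note: yeast W303a lacking pdr1 and pdr3 grown in galactose medium; growth measured after three days at 30 °C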
SARS 3CLpro inh = SARS-CoV 3CLpro protease inhibitors, primary screen, biochemical, quenched FRET; inhibition, % at 6 µM; actives 0.14% (n = 290,000); Replicase polyprotein 1ab (Severe acute respiratory syndrome coronavirus), P0C6X7; recombinant SARS-CoV 3CLpro, quenched FRET peptide cleavage; in the data active = inhibition above about 12%
VHR inh abs = VHR1 phosphatase inhibitors, primary screen, biochemical, absorbance, uHTS | recombinant VHR phosphatase, pNPP absorbance | inhibition, % at 13.3 µM | actives 0.52% (n = 290,000); in the data active = inhibition above about 50%; note: some compounds called inactive have numbers as strong as hits
Rv3671c inh = Rv3671c serine protease inhibitors, primary screen, biochemical, fluorescence polarization, M. tuberculosis H37Rv; inhibition, % at 5.96 µM; actives 0.048% (n = 320,000); P9WHR9; in the data active = inhibition above about 38%;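 note: extracellular domain of Rv3671c used as enzyme; 0% = enzyme with DMSO and 100% = no enzyme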
Anthrax LF prot = Bacillus anthracis LF protease inhibitors, primary screen, biochemical, multiplex microsphere, MLPCN library; multiplex microsphere protease cleavage assay; inhibition, % at 10 µM; actives 0.12% (n = 360,000); AID 588501, 2011; in the data active = inhibition above about 30%; inconclusive = no clear call, values can overlap the other calls; note: plate controls were buffer without enzyme for full effect and enzyme alone for no effect
Target sequence (P15917 whole entry, looked up): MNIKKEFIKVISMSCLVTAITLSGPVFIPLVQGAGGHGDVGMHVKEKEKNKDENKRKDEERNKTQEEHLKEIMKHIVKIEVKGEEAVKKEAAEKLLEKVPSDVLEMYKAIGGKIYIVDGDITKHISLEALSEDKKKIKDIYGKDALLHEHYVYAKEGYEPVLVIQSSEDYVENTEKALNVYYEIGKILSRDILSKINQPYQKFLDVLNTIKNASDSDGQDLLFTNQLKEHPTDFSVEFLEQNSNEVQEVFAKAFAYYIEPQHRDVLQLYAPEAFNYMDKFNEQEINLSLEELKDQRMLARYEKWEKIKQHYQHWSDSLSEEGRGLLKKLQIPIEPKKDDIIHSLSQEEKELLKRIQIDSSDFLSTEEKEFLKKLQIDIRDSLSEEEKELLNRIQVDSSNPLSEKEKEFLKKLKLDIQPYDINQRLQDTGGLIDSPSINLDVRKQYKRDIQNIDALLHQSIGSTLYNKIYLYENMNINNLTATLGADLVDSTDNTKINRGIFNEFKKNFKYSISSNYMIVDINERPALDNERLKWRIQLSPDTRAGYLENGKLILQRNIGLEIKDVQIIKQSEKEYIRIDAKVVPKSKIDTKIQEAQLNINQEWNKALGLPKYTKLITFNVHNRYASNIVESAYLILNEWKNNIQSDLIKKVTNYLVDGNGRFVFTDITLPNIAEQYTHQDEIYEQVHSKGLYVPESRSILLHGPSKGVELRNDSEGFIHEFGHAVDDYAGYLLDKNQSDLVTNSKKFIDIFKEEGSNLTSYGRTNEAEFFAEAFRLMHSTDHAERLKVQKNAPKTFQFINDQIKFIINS
MazF activator = activators of E. coli MazEF toxin-antitoxin RNase, primary screen, biochemical, fluorescence, uHTS | FAM/BHQ RNA-DNA oligo cleavage fluorescence, 5 h | activation, % at 20 µM | actives 0.32% (n = 350,000); in the data active = activation above about 50%
Target sequence (P0AE70 whole entry, looked up): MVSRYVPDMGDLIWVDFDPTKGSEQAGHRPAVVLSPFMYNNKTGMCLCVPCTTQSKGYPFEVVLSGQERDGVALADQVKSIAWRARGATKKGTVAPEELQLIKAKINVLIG
PriA SSB inh = inhibitors of Klebsiella pneumoniae PriA binding to SSB C-terminal tail, primary screen, biochemical, AlphaScreen. actives 0.6% (n = 430,000). AlphaScreen SSBct-PriA binding, biotinylated peptide. AID 1272365, 2023. inhibition, % at 33 µM; in the data active = inhibition mostly above about 37%, no sharp cut-off; inactive = mostly below about 20%;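 note: plate controls were negative control peptide for no effect and reference peptide for full effect; strong numbers were not always called active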
Vc quorum ag = inducers of Vibrio cholerae quorum light production without autoinducers, primary screen, BH1578 luxS cqsA deficient, single point; V. cholerae BH1578 lux reporter, luminescence, 6 h; activation, % at 18.7 µM; actives 0.16% (n = 350,000); AID 588436, 2011; in the data active = activation mostly above about 9.7%, no sharp cut-off; inconclusive = no clear call, values can overlap the other calls; inactive = mostly below about 3.7%; note: not every result past the cut was called active; inactives centre near 0; reference of the scale not given here
TcdB inh = TcdB glycohydrolase inhibitors, primary screen, biochemical, single point, plate reader | TcdB glycohydrolase enzymatic assay | actives 0.24% (n = 350,000) | inhibition, % at 9.99 µM | Toxin B (Clostridioides difficile), P18177 | AID 652162, 2013; in the data active = inhibition above about 10%
Yp Topo-I inh = Yersinia pestis topoisomerase I inhibitors, primary screen, biochemical, cleavage product accumulation, plate reader, single point; DNA topoisomerase I (Yersinia pestis CO92); Y. pestis Topo-I cleavage product accumulation; activity, % at 10 µM; actives 0.064% (n = 360,000); AID 504884, 2011; in the data active = activity above about 50%, passing the limit was not always enough; inconclusive = no clear call, values can overlap the other calls; note: inactives centre near 2
Active calls of the source: *; i = inactive; ? = inconclusive; . = no result given. Only part of the results is shown. The share of hits here may be higher or lower than overall.

Preview:
Second line of a record: PfHsp40 rescue	SARS 3CLpro inh	VHR inh abs	Rv3671c inh	Anthrax LF prot	MazF activator	PriA SSB inh	Vc quorum ag	TcdB inh	Yp Topo-I inh
1	CCc1ccc(NC(=O)CSc2nncn2-c2cccnc2)cc1
  0.3	3	56*	-7	0	6	-9	-0.3	-1.1	5
2	CCOc1ccc(/C=C2\CCc3ccccc3C2=O)cc1
  -2.3	5	10	-1	8	1	3	-0.4	0.6	1

The list itself, from the start:
Second line of a record: PfHsp40 rescue	SARS 3CLpro inh	VHR inh abs	Rv3671c inh	Anthrax LF prot	MazF activator	PriA SSB inh	Vc quorum ag	TcdB inh	Yp Topo-I inh
1	CCc1ccc(NC(=O)CSc2nncn2-c2cccnc2)cc1
  0.3	3	56*	-7	0	6	-9	-0.3	-1.1	5
2	CCOc1ccc(/C=C2\CCc3ccccc3C2=O)cc1
  -2.3	5	10	-1	8	1	3	-0.4	0.6	1
3	COc1ccccc1CC(NC(C)=O)C(=O)NC1CCN(C(=O)Nc2ccccc2F)CC1 (stereo unspecified)
  0.2	-2	-11	-2	3	10	-10	-6.2	1.2	6
4	CC(C)c1ccc(CNc2nc3nc4c(c(=O)n3[nH]2)CCC4)cc1
  -0.1	-2	18	2	-5	5	-6	i	0.8	4
5	Cc1cccc(Oc2c([N+](=O)[O-])c(=O)n(C)c3ccccc23)c1
  0.1	8	7	7	-5	11	-4	-0.6	0.9	8
6	COC(=O)C1CCN(C(=O)CCCOc2ccccc2)CC1
  -1.2	2	-8	-2	-4	0	0	-0.3	.	-1
7	O=C(/C=C/c1ccc2c(c1)OCO2)NCCSCc1ccc(Cl)cc1
  2.4	-3	12	3	-1	-4	-28	-12	.	24
8	COc1ccc(C2CC(c3ccccc3C(F)(F)F)=NN2c2ccc(S(N)(=O)=O)cc2)cc1 (stereo unspecified)
  -0.7	.	.	.	-2	1	-5	1.1	1.3	8
9	CCOc1ccc2nc(NC(=S)N(C)C)sc2c1
  122*	-3	16	0	-11	2	2	-0.5	.	-4
10	CC(=O)Nc1cccc(NC(=O)Nc2cccc(F)c2)c1
  0.6	5	21	-6	0	7	-9	-3.6	1.8	-6
11	COC(=O)c1cc2occc2n1Cc1nc(-c2ccccc2F)oc1C
  0.4	0	21	-6	10	-9	2	2.0	2.0	6
12	CN(C)c1ccc(C(=O)c2ccccc2)cc1
  -0.5	-1	-2	-4	-2	2	-25	-7.1	.	11
13	COCCN1C(=O)C(=O)/C(=C(/O)c2ccc(S(=O)(=O)N3CCOCC3)cc2)C1c1ccc(O)c(OC)c1 (stereo unspecified)
  -0.8	-1	17	8	1	-6	.	-0.3	.	4
14	CCN1CCN(S(=O)(=O)c2cccc(S(=O)(=O)N3CCOCC3)c2)CC1
  0.0	3	11	-4	8	8	0	i	1.4	16
15	COc1ccc(NC(=S)N2CCN(Cc3ccccc3)CC2)c(OC)c1
  0.4	2	11	4	1	-2	1	i	0.2	8
16	COc1ccc(/C(N)=N/OC(=O)CSc2ccc(C)cc2)cc1OC
  0.2	6	19	-3	0	-10	.	i	.	7
17	Clc1cccc(CNc2ccn3nc(-c4cccc(Cl)c4)cc3n2)c1
  .	.	.	.	-4	.	.	-0.8	-0.5	-9
18	CCCCn1c(SCC(=O)c2ccc3c(c2)NC(=O)CO3)nc2cc(S(N)(=O)=O)ccc21
  0.2	0	-15	-12	-1	0	1	-3.7	1.4	21
19	CCOC(=O)C(NCc1ccc2c(c1)OCO2)(NC(=O)CC)C(F)(F)F (stereo unspecified)
  0.1	-3	22	5	8	-2	-10	i	.	3
20	CC(=O)N(C)C(c1ccc(N(C)C)cc1)c1nnnn1-c1c(C)cccc1C (stereo unspecified)
  0.1	2	8	4	2	-1	7	-0.3	-0.1	2
21	O=[N+]([O-])c1ccc(COc2cccc(CNc3ccc(F)cc3)c2)cc1
  1.0	4	15	1	-3	0	-7	-0.2	.	5
22	COc1ccc(C2C(C(=O)Nc3ccc(F)cc3)=C(C)Nc3nc(CCCO)nn32)cc1 (stereo unspecified)
  0.9	-1	21	3	-8	10	-15	-0.9	1.6	-9
23	Brc1ccccc1OCCCCN1CCCCC1
  -1.6	-3	26	10	-3	4	-10	-0.2	-1.4	-7
24	Cc1cc(C(=O)NNC(=S)NCC2CCCO2)cs1 (stereo unspecified)
  0.2	-2	17	2	-8	6	-15	-0.1	.	-4
25	O=C(CN1CCc2ccccc2C1)Nc1ccc(OC(F)(F)F)cc1
  -0.8	2	.	-6	-12	-3	-1	i	1.0	-3
26	CCCC(C)c1nnc(NC(=O)C2CCCO2)s1 (stereo unspecified)
  0.2	-1	-5	-2	3	7	-10	i	0.6	3
27	CCOc1ccc(NC(=O)COC(=O)c2ccc3ncsc3c2)cc1OCC
  .	.	.	.	0	-1	-8	i	0.1	-7
28	Cc1ccc(S(=O)(=O)c2c(N)n(C)c3nc4ccccc4nc23)cc1
  0.2	3	8	-7	5	-4	-11	i	.	12
29	O=C(Nc1cccc2nsnc12)c1cccnc1Cl
  -0.8	2	-10	2	2	1	-15	-0.3	0.8	1
30	CCc1ccc(C(C)NC(=O)Cc2ccc(F)cc2)cc1 (stereo unspecified)
  -0.8	2	9	0	-1	-4	-21	-0.4	0.8	-2

Taken from above.
Under Yp Topo-I inh, entry 22 is entered as -9
Under PriA SSB inh, entry 18 is entered as 1
Under VHR inh abs, entry 20 is entered as 8
Under VHR inh abs, entry 26 is entered as -5
Under PriA SSB inh, entry 30 is entered as -21

Results in Yp Topo-I inh, Rv3671c inh and VHR inh abs (4 entries from above):
no.	SMILES	Yp Topo-I inh	Rv3671c inh	VHR inh abs
19	CCOC(=O)C(NCc1ccc2c(c1)OCO2)(NC(=O)CC)C(F)(F)F (stereo unspecified)	3	5	22
20	CC(=O)N(C)C(c1ccc(N(C)C)cc1)c1nnnn1-c1c(C)cccc1C (stereo unspecified)	2	4	8
21	O=[N+]([O-])c1ccc(COc2cccc(CNc3ccc(F)cc3)c2)cc1	5	1	15
22	COc1ccc(C2C(C(=O)Nc3ccc(F)cc3)=C(C)Nc3nc(CCCO)nn32)cc1 (stereo unspecified)	-9	3	21

(cont.)
Second line of a record: PfHsp40 rescue	SARS 3CLpro inh	VHR inh abs	Rv3671c inh	Anthrax LF prot	MazF activator	PriA SSB inh	Vc quorum ag	TcdB inh	Yp Topo-I inh
31	O=C(O)CCCC(=O)N1N=C(c2ccccc2)CC1c1cccs1 (stereo unspecified)
  -0.2	-3	-11	9	4	2	3	-0.3	0.4	1
32	COc1ccc(Cl)cc1NC(=O)COC(=O)CCCC1=NS(=O)(=O)c2ccccc2N1
  0.5	-7	-4	-8	-1	12	-2	-0.2	1.0	6
33	CC(CCc1ccccc1)NC(=O)Cn1cccc1C(=O)c1ccccc1 (stereo unspecified)
  0.3	-4	12	-4	-1	-2	-8	-0.3	-2.2	23
34	O=S(=O)(NCCc1ccccc1)c1cnc(Cl)c(Br)c1
  1.2	-1	4	.	3	0	-21	-1.0	1.2	16
35	O=S(=O)(c1ccc(SCCOc2ccc(Cl)cc2)nc1)N1CCCC1
  2.0	.	.	-16	2	-5	-18	0.4	0.1	40
36	O=S(=O)(c1ccc(Cl)cc1)N1CCN(CCc2ccncc2)CC1
  -1.1	0	16	-4	8	8	-14	-4.8	0.7	2
37	COc1ccc(/C=C/CN2CCN(CC(C)C)C(CCO)C2)cc1 (stereo unspecified)
  0.4	1	12	-3	0	-10	-10	i	-0.1	-4
38	CC1CN(C2CCN(C(=O)COc3ccccc3)CC2)CC(C)O1 (stereo unspecified)
  -1.3	-2	9	8	0	-5	-8	-0.8	.	-1
39	CC1CC(=O)c2c(cc3c(-c4c(O)cc(O)c5c(O)c6c(cc45)OC(C)CC6=O)c(O)cc(O)c3c2O)O1 (stereo unspecified)
  102*	0	30	35	-37	9	-4	-0.4	.	-57
40	CC(C)(C)NC(=O)COC(=O)CCC(=O)c1cccs1
  2.4	1	13	-4	0	-10	-2	i	-0.5	-12
41	Cc1c(C(=O)NNC(=O)c2ccncc2)oc2ccc(Br)cc12
  0.4	.	.	-2	0	2	-7	i	4.6	2
42	CC(C)C(NC(=O)c1ccc2c(c1)OCO2)C(=O)N/N=C\c1ccco1 (stereo unspecified)
  0.6	4	0	-7	0	4	.	-0.3	1.3	1
43	CCCCC(=O)Nc1ccc(NC(=S)NC(=O)CC)cc1OC
  -1.2	3	-8	1	-2	-5	2	-0.4	.	-10
44	CC(=O)c1ccc(NC(=O)c2sc3nc4n(c(=O)c3c2C)CCCCC4)cc1
  2.1	-4	-4	1	0	9	-6	-0.3	-2.5	5
45	O=C(c1ccc(Cl)cc1)C(Cn1cncn1)C(Sc1ccccc1)c1ccccc1 (stereo unspecified)
  ?	3	2	-6	-4	4	-8	-0.2	.	38
46	CCN(CC)S(=O)(=O)c1cccc(-c2nnc(SCC(=O)NC3CCCCCCC3)n2N)c1
  -0.3	7	10	6	1	1	2	i	.	26
47	CCOC(=O)c1c(NC(=O)Cc2ccccc2)sc2c1CC(C)(C)NC2(C)C
  0.3	0	6	1	-2	21	5	-0.2	2.0	-3
48	COc1cccc(C2C(C#N)=C(N)OC(C(C)(C)C)=C2C#N)c1 (stereo unspecified)
  -1.5	-1	8	2	3	-7	-2	-0.1	.	-5
49	Cc1ccc(NC(=O)CN(c2ccc(Cl)cc2)S(=O)(=O)c2cc([N+](=O)[O-])ccc2Cl)cc1
  -0.8	-2	7	2	1	-6	-10	-0.3	-1.1	-2
50	Cc1ccc(-n2c(=O)cc(N3CC(C)OC(C)C3)[nH]c2=O)cc1 (stereo unspecified)
  0.8	-1	-8	-7	-4	2	-8	-0.2	0.6	3
51	CC(C)CC(=O)NC(=S)NNC(=O)c1ccc(NC(=O)C2CCCCC2)cc1
  21	5	12	-8	-3	1	35	-0.3	.	-11
52	Cc1cccc(NC(=O)C(NS(=O)(=O)c2ccc3c(c2)CCC(=O)N3)c2ccccc2)n1 (stereo unspecified)
  0.1	-1	36	-4	-3	0	-17	-0.4	.	-1
53	COc1cc(-c2nc(-c3ccccc3)c(-c3cccs3)[nH]2)cc(OC)c1O
  -0.2	6	20	10	0	15	14	-5.3	.	-14
54	CCc1ccc(/C=C/C(=O)c2ccc(N3CCOCC3)cc2)cc1
  0.4	-2	-1	2	2	-2	4	i	.	2
55	COc1ccccc1OCC(O)CN1CCOCC1 (stereo unspecified)
  -1.1	0	9	.	8	0	1	i	-0.6	-2
